HTR5A ag: HTR5A agonists in luminescence cell assay, primary screen, counter-screen for OPRM1-OPRD1 heterodimer agonist project, full-deck HTS; cell-based; actives 0.61% (n = 340,000); 5-hydroxytryptamine receptor 5A (Homo sapiens), P47898; AID 504692, 2011; activation, % at 9.3 µM; in the data active = activation mostly above about 9.5%, no sharp cut-off; inactive = mostly below about 7.6%;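 also: 0% = cells with vehicle only and 100% = reference agonist; strong numbers were not always called active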
Target sequence (P47898 whole entry, looked up): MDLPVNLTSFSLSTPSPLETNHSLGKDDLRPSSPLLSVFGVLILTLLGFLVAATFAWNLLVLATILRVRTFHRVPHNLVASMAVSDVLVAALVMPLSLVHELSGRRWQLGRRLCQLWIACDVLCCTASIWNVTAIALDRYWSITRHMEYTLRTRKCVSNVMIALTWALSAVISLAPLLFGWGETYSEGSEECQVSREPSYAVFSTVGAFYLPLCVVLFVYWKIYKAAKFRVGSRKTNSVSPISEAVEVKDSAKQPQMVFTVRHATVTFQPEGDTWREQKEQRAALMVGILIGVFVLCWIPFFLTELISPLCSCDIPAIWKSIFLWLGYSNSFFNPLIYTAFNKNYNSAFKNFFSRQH
Wnt bcat act: Wnt/beta-catenin pathway activators, primary screen, cell-based, plate reader, single point; activation, % at 9.35 µM; actives 1.2% (n = 300,000); Wnt/beta-catenin reporter cell assay, activator; in the data active = activation above about 30%, passing the limit was not always enough;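 also: 0% = neutral control wells and 100% = positive control wells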
MITF act: activators of MITF-driven TRPM1 promoter reporter, primary screen, cell-based, SK-MEL-5, luciferase, single point | actives 0.75% (n = 300,000) | activation, % at 12.5 µM | AID 588334, 2011 | SK-MEL-5 TRPM1-promoter luciferase, 24 h; % of positive control, neutral wells = 0;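 active = mean activation of at least 80% with every replicate also reaching 80%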;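 also: 0% = neutral control wells and 100% = parthenolide positive control wells; values of inactives mirror those of a sister screen read the other way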
RTF Ca sens act: cardiac RTF calcium sensitivity activators, primary screen, biochemical, IANBD-TnC fluorescence, EC20 calcium | Troponin I, cardiac muscle (Homo sapiens) + Troponin T, cardiac muscle (Homo sapiens) + … | activation, % at 7.2 µM | IANBD-labeled TnC RTF fluorescence at EC20 calcium; 0% EC20 calcium, 100% full calcium | actives 0.24% (n = 340,000);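 active = activation above the mean over all tested compounds plus 3 SD, cut at about 30% in these data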;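 also: rise in fluorescence read as greater calcium sensitivity of cardiac thin filaments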
dFosB act: activators of delta FosB homodimer, primary screen, biochemical, fluorescence polarization, TAMRA-CDK5 oligo, single point; Protein FosB (Mus musculus), P13346; purified delta FosB; percent of positive-control signal above neutral wells; activation, % at 25 µM; actives 0.99% (n = 340,000); AID 493131, 2011;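 active = mean activation above about 17%, with every replicate also reaching it, limit read from the data, passing the limit was not always enough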;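 also: fluorescence polarization rise as delta FosB binds a TAMRA Cdk5 AP-1 oligo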
SR-BI HDL uptake: inhibitors of SR-BI mediated HDL lipid uptake, primary screen, ldlA[mSR-BI] cells, fluorescence, single point; inhibition, % at 12.5 µM; actives 0.96% (n = 320,000); Scavenger receptor class B member 1 (Mus musculus), Q61009; AID 488896, 2010; ldlA[mSR-BI] CHO cells, DiI-HDL uptake fluorescence, 3 h;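 active = mean replicate inhibition of at least 70% and a set share of replicates each scoring 70 or more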;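 also: 0% = median of neutral control wells and 100% = median of positive control wells; values of inactives mirror those of a sister screen read the other way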
CDK5 p35 inh: inhibitors of human CDK5/p35 kinase, primary screen, biochemical, single concentration. Cyclin-dependent kinase 5 (Homo sapiens) + Cyclin-dependent kinase 5 activator 1 (Homo …. inhibition, % at 10 µM. actives 0.01% (n = 330,000). Recombinant CDK5/p35, ADP-Glo luminescence, 60 min. AID 488839, 2010;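 active = highest replicate inhibition of at least 50% and at least 75% of replicates reaching 50%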;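 also: plate controls were DMSO neutral control for no effect and GW8510 at 10 µM for full effect; many of its hits are not listed in these tables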
Target sequence (Q00535 whole entry, looked up): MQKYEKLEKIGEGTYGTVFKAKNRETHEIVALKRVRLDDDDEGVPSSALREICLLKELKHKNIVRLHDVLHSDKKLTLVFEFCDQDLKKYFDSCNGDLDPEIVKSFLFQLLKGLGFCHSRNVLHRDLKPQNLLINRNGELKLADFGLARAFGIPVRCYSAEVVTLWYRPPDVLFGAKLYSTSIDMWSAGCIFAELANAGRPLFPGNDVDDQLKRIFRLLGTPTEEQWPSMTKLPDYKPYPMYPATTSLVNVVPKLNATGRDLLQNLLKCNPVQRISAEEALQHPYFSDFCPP
Target sequence (Q15078 whole entry, looked up): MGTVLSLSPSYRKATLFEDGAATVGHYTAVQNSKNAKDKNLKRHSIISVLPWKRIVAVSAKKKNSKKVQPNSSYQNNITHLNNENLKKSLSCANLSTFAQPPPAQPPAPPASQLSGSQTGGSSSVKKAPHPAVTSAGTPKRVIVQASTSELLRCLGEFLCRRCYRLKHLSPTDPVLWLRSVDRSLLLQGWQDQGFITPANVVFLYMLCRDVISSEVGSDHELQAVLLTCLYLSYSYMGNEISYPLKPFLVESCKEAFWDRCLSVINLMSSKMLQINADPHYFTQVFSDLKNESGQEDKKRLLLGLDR
SR-BI DiI-HDL act: activators of SR-BI mediated DiI-HDL uptake, primary screen, ldlA[mSR-BI] CHO cells, DiI fluorescence; 3 h; 100 = double the neutral-control signal; activation, % at 12.5 µM; actives 0.096% (n = 320,000);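 active = mean replicate activation of at least 60% and every replicate at or above 60%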;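 also: 0% = median plate neutral-control signal and 100% = twice that signal; values of inactives mirror those of a sister screen read the other way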
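Test system: SR-BI-overexpressing, LDLR-lacking CHO cells; Medium: Ham's F12 with 0.5% BSA, HEPES 25 mM, pH 7.4; Schedule: 3 h, 37 °C; Technique: bottom-read fluorescence, 550/595 nm.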
PvdQ acylase: P. aeruginosa PvdQ acylase inhibitors, primary screen, biochemical, fluorescence, plate reader and imaging, single point; PvdQ acylase [Pseudomonas aeruginosa LESB58]; purified PvdQ acylase; inhibition, % at 10 µM; actives 0.063% (n = 340,000); in the data active = inhibition above about 30%, passing the limit was not always enough;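 also: 0% = vehicle neutral wells and 100% = reference inhibitor wells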
Rtt109 HAT inh: inhibitors of C. albicans Rtt109/Vps75 HAT, primary screen, biochemical, ThioGlo CoA-SH fluorescence, plate reader | Histone acetyltransferase RTT109 (Candida albicans (strain SC5314 / ATCC MYA-2876)), … | purified Rtt109/Vps75, 4 h | inhibition, % at 34.9 µM | actives 0.16% (n = 330,000) | AID 540336, 2011;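 active = inhibition of at least 50% in every replicate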
Starred values were filed as active, the others as inactive; i = inactive; x = not tested or not shown.

Order of values – HTR5A ag	Wnt bcat act	MITF act	RTF Ca sens act	dFosB act	SR-BI HDL uptake	CDK5 p35 inh	SR-BI DiI-HDL act	PvdQ acylase	Rtt109 HAT inh
Cc1cn(C2CCCCO2)c(=O)nc1NO (configuration not stated)
  0	-1	5	-5	4	-19	0.5	19	3	2
CC(=O)N(c1c(C)n(C)n(-c2ccccc2)c1=O)C1(C(=O)NC2CCCCC2)CCCCC1
  -3	x	x	4	-11	0	-0.3	0	1	-1
c1ccc(SCCCCN2CCOCC2)cc1
  -1	1	x	2	-9	-22	0.8	22	-4	-5
CN(C)CCN1C(=O)C(O)=C(C(=O)c2cc3ccccc3o2)C1c1cccc(Br)c1 (configuration not stated)
  4	x	-13	-2	-5	-3	-2.1	3	-19	9
COc1ccccc1NC(=O)CCSc1nnnn1C
  9	-1	-2	-1	0	32	1.6	-32	-5	6
COc1ccc(S(=O)(=O)NC2CC(=O)N(c3ccccc3)C2)cc1C (configuration not stated)
  6	-2	1	1	-3	11	-5.1	-11	-7	-5
CCOCCc1nnc(NC(=O)C2CCN(C(=O)c3ccco3)CC2)s1
  1	1	-9	-2	-7	x	-0.7	x	4	-2
Cc1cc(C)c(C)c(S(=O)(=O)NCC(=O)Nc2ccc(F)cc2)c1C
  3	-3	-9	-2	-6	17	1.3	-17	-19	-11
Cc1onc(-c2ccccc2)c1C(=O)NNC(=S)NC(=O)/C=C/c1cccs1
  6	x	0	-11	4	-21	-1.3	21	1	16
CCN(C(=O)CSc1nc2ccc(OC)cc2[nH]1)C1CCS(=O)(=O)C1 (configuration not stated)
  8	1	-4	3	1	-19	1.5	19	-2	3
O=C(c1cc(Br)ccc1OC(F)F)N1CCN2CCCC2C1 (configuration not stated)
  -2	-2	-4	-3	1	11	-0.9	-11	-3	4
CCCCC(=O)N(Cc1nc2sc(C)c(C)c2c(=O)[nH]1)C1CCCC1
  2	-2	5	0	-8	9	-7.9	-9	8	11
C/C(=N/NS(=O)(=O)c1cccc([N+](=O)[O-])c1)c1ccc2c(c1)OCO2
  11	-2	8	-7	-5	-30	-1.7	30	8	6
CC(C)CCn1c(S(=O)(=O)O)nc2ccccc21
  7	x	13	-1	-2	-16	1.7	16	-15	3
COc1cc(/C=C2\CCc3ccccc3C2=O)cc(OC)c1OC
  1	6	16	-5	-6	26	x	-26	-5	12
Cc1nn(-c2ccc(F)cc2)c(C)c1CN1CCN(CCC(C)C)C(CCO)C1 (configuration not stated)
  5	0	-3	0	-1	x	-7.1	x	-11	-7
COC(=O)c1ccc(NC(=O)Cn2c([N+](=O)[O-])cnc2C)cc1
  3	0	9	-4	3	-17	2.4	17	8	-2
COc1ccc([N+](=O)[O-])cc1NC(=O)C1C2C=CC(C2)C1C(=O)O (configuration not stated)
  2	0	19	-5	-8	-5	1.0	5	10	11
COc1ccccc1S(=O)(=O)NCc1ccc(C(=O)N(C)Cc2ccc(F)cc2)cc1
  17*	-3	4	-5	0	-4	-0.2	4	9	7
Cc1cc(=O)oc2cc3c(cc12)OCCN3
  2	6	5	5	7	0	-0.2	0	-45	i

Reprinted from the part before: 2 entries; new compounds follow.
Order of values – HTR5A ag	Wnt bcat act	MITF act	RTF Ca sens act	dFosB act	SR-BI HDL uptake	CDK5 p35 inh	SR-BI DiI-HDL act	PvdQ acylase	Rtt109 HAT inh
COc1ccccc1S(=O)(=O)NCc1ccc(C(=O)N(C)Cc2ccc(F)cc2)cc1
  17*	-3	4	-5	0	-4	-0.2	4	9	7
Cc1cc(=O)oc2cc3c(cc12)OCCN3
  2	6	5	5	7	0	-0.2	0	-45	i
O=C(Nc1ccc(F)c(Cl)c1)Nc1cnccn1
  -5	-2	10	-1	3	15	-0.7	-15	-3	-3
CC(C)c1nc(N2CCOCC2)c(C#N)c2c1COC(C)(C)C2
  0	x	11	-6	-5	43	-1.3	-43	-18	2
O=c1c2ccccc2oc2nc(-c3ccco3)n(-c3ccccc3)c(=O)c12
  -3	2	-3	-6	-11	-10	1.6	10	6	17
O=C(c1ccsc1)N1CCCC(Nc2cccc(F)c2)C1 (configuration not stated)
  1	1	1	2	4	-4	0.1	4	-9	0
Cc1ccc(C(=O)Nc2ccc(Oc3ccc(C(=O)O)c(C(=O)O)c3)cc2)cc1C
  -2	0	2	-3	-3	-28	-1.7	28	9	-6
O=C(NCc1ccco1)C1CCCN1C(=O)Nc1ccccc1Cl (configuration not stated)
  -1	0	-1	3	0	-27	1.3	27	7	28
Cc1c(Cl)cccc1NC(=O)CSC(C)c1nc2ccccc2c(=O)[nH]1 (configuration not stated)
  -1	-2	1	0	41*	-9	0.8	x	-4	-6
CCC(C)NC(=O)CCS(=O)(=O)c1ccc(Br)s1 (configuration not stated)
  2	x	4	-7	1	-5	-1.6	5	-5	-4
COc1ccc(Nc2nc(CC(C)=O)ns2)cc1
  -4	x	40	-3	0	3	-0.9	-3	0	0
O=C(CSc1nnc(NC(=O)Cc2ccc(F)cc2)s1)NCc1ccco1
  -2	-1	1	-2	6	-10	-0.1	10	14	3
Cc1cccc(C(=O)NCCN2CCOCC2)c1[N+](=O)[O-]
  -1	0	-6	7	0	-11	-2.6	11	-14	-3
C=CCSc1nsc(N)n1
  3	-3	x	1	-3	-5	-0.3	5	1	1
Cc1ccccc1NC(=S)NNC(=O)c1cccnc1
  -6	-6	-4	0	-3	-6	-1.0	6	-11	-29
CCNC(=O)C(C)NC(=O)C1=NN(c2ccccc2)C(=O)CC1 (configuration not stated)
  0	-1	-24	1	-1	3	0.4	-3	-7	-4
CCc1nc2c(c(=O)[nH]1)C1(CCCC1)Cc1ccccc1-2
  0	5	-5	-1	0	-2	-3.2	2	8	-2
CC1CCN(S(=O)(=O)c2ccc(C(=O)Nc3nnc(C4CC4)o3)cc2)CC1
  3	8	-11	-1	-1	-33	-3.4	33	-14	6
O=C1CCC(=O)N1OCCCOc1ccc(Br)cc1Cl
  1	-4	4	-4	-2	10	-0.4	-10	-23	7
O=c1[nH]c(CSc2nc3ccccc3[nH]2)nc2c1cnn2-c1ccccc1
  0	-1	13	4	-19	8	-0.3	-8	-12	2
C=CCn1c(SCC(=O)N(C)C2CCS(=O)(=O)C2)nnc1-c1ccncc1 (configuration not stated)
  0	x	-5	-1	3	x	-0.6	x	1	-3
CCc1c(C)nc2ncnn2c1N1CCC(C(=O)Nc2cccc(C(C)=O)c2)CC1
  5	x	-21	-1	-11	42	0.1	-42	-11	0
Cn1c(=O)c2c(SCc3cccc(C(F)(F)F)c3)nc(-c3ccco3)nc2n(C)c1=O
  0	x	-15	-5	3	11	-0.7	-11	1	0
Cc1ccc(CNC(=O)CN2c3cccc4cccc(c34)S2(=O)=O)cc1
  -1	-2	-1	6	-9	-6	-9.7	6	-9	-2
CC12CCC(=O)N1C(C(=O)Nc1nc3ccc(S(C)(=O)=O)cc3s1)CS2 (configuration not stated)
  1	-1	-2	-4	-9	-24	-2.2	x	-6	-4
COc1ccc(CCn2c(-c3ccc(Cl)cc3)n[nH]c2=S)cc1OC
  -2	-3	12	7	-1	8	-1.4	-8	-12	-23
COc1ccc(CC(=O)NCCc2cnc[nH]2)cc1
  -1	14	-1	0	-1	3	-3.7	-3	-18	1
O=C(Nc1ccccc1)Nc1nccs1
  7	x	x	-1	-4	-2	1.4	2	-7	-2
Cc1cc(Nc2ccc(Br)c(C)c2)n2nc(C)nc2n1
  4	-2	-9	-1	-2	1	2.6	-1	11	0
Cc1cc(N2CCCC2=O)cc(C)c1S(=O)(=O)Nc1c(C)nn(C)c1C
  -3	-2	0	-8	-3	-13	-1.0	13	-10	1
CCc1ccccc1N1CCN(S(=O)(=O)c2ccc(F)c(C)c2)CC1
  0	x	x	-4	-7	0	-1.0	0	6	-5
Cc1ccc(NC(=O)NC2CC(=O)N(c3ccc4c(c3)OCCO4)C2)c(C)c1 (configuration not stated)
  -1	2	-5	-13	-3	22	0.7	-22	-8	-8
CCOC(=O)c1c(NC(=O)CSc2nnc(C)s2)sc2c1CCN(C)C2
  5	x	-9	5	-10	13	0.6	-13	-7	-11
Cn1nccc1NC(=O)c1nccnc1C(=O)O
  -1	2	-2	-5	0	-9	-0.7	9	-1	2
CC(NC(=O)CN1CCN(c2cccc(Cl)c2)CC1)c1ccccc1 (configuration not stated)
  5	0	6	-5	-3	8	2.0	-8	13	11
O=c1c(-c2ccco2)[n+]([O-])c2ccccc2n1OCc1ccccc1[N+](=O)[O-]
  1	0	-7	3	-5	30	0.1	-30	-8	3
CCN1CCN(CCCNC(=O)C2CCCN(c3nc4c(C)cc(C)cc4s3)C2)CC1 (configuration not stated)
  1	-5	27	7	4	6	-0.5	-6	-4	10
COc1ccccc1CNC(=O)[C@@H]1CCCN1S(=O)(=O)c1ccc(C)cc1
  3	-1	-4	8	-4	3	0.0	-3	3	-9
Cc1cc(C)nc(/N=C(\N)Nc2ccccc2-c2ccccc2)n1
  2	0	-19	3	3	45	-0.8	-45	-12	9
Cc1[nH]c2ccc(C(=O)N3CCN(C)CC3)cc2c1C
  0	1	30	4	7	-9	0.5	9	-19	-2
COc1ccc(N(Cc2ccccc2)C(=O)c2ccccc2[N+](=O)[O-])cc1
  3	-1	-5	1	-3	-14	-0.7	14	-11	-13
c1ccc(-c2[nH]ncc2-c2nc3ccccc3[nH]2)cc1
  0	x	7	-1	3	29	7.2	-29	5	7
COC(=O)[C@@]12CCCCN1[C@H](c1ccc(-c3cccc(Cl)c3)c(OC)c1)[C@@H]1C(=O)N(C)C(=O)[C@@H]12
  5	-11	-15	-2	-2	-19	0.2	19	-14	-4
CCCCN(Cc1ccco1)C(=O)C1CCCN(c2ncnc3c2nc2n3CCCCC2)C1 (configuration not stated)
  2	-2	-29	4	-19	2	0.4	-2	-6	7
C=CCNC(=O)c1cc(-c2cccnc2)nc2ccccc12
  -2	1	13	1	-1	1	1.2	-1	-15	10
CC(=O)Nc1ccc(S(=O)(=O)NCc2nc(-c3ccccc3)no2)cc1
  -2	3	-8	-5	4	x	0.2	x	-18	-1
C[C@@H]1CN([C@H](C)CO)C(=O)c2cc(NC(=O)c3ccncc3)ccc2O[C@@H]1CN(C)C(=O)Nc1ccccc1
  -1	-2	1	-4	-2	17	0.6	-17	11	13

Screens deposited in PubChem by several laboratories.
